Compound activity from PubChem.
AMA1 RON2 block – qHTS for Inhibitors of AMA1-RON; Towards Development of Antimalarial Drug Lead: Primary Screen. AlphaScreen AMA1-biotinylated RON2 peptide binding. Potency, µM (top dose mostly 58.2 µM), inactives show at the highest dose activity change, negative = inhibition, most hits filed as inhibitors. 360,000 compounds, 0.2% hits. AID 720542, 2013;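 further: potency means the concentration at half of the fitted maximal effect; 0% = vehicle wells and -100% = peptide control; nearly all actives have a fitted effect of over 45% in size; some results filed as inactive show a strong effect at the top dose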
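AMA1 (3D7) with his tag at 25 nM final met compounds first, then biotinylated RON2 peptide at 25 nM; detection used donor plus acceptor beads, 10 µg/mL apiece, read by AlphaScreen after 30 min at room temperature.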
Tb PYK inh – qHTS of Trypanosoma Brucei Inhibitors; pyruvate kinase (Trypanosoma brucei), Q57TT1; TbPYK enzyme, Kinase-Glo Plus ATP luminescence, 45 min; Potency, µM (titrated, usually from 76.8 µM), for inactives: at the highest dose activity, negative = inhibition, most hits filed as inhibitors; 410,000 compounds, 0.12% hits; AID 624173, 2012; further: potency means the concentration at half of the fitted maximal effect; on the % scale 0 is the no-effect control and ±100 the full control effect; nearly all actives have a fitted effect of over 50% in size
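In this concentration-response screen, enzyme-free wells defined baseline while DMSO plates tracked drift. Each reaction combined TbPYK, substrate, compound and 130 uM ADP for 45 min at room temperature. Kinase-Glo Plus luminescence gave the signal.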
Cycloheximide cs – Cycloheximide Counterscreen for Small Molecule Inhibitors of Shiga Toxin; 300,000 compounds, 12% hits; max response, %; cell reporter, cycloheximide protein synthesis inhibition counterscreen; AID 2314, 2010; in the data active means max response mostly above about 13%, no sharp cut-off; inactive means mostly below about 14%; further: read at 38.3 µM for the half of the compounds with a filed dose; 0% is about no effect
Pf growth 48h – Primary qHTS for delayed death inhibitors of the malarial parasite plastid, 48 hour incubation. Potency, µM (highest dose often 28.7 µM), without a hit: top-dose activity change, negative = inhibition, most hits filed as inhibitors. 310,000 compounds, 5.9% hits. P. falciparum luciferase growth in erythrocytes, 48 h; further: potency means the concentration at half of the fitted maximal effect; on the % scale 0 is the no-effect control and ±100 the full control effect
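Here the parasites carry a stable luciferase gene and grow inside erythrocytes in Albumax-based RPMI medium with compound for one erythrocytic cycle. Activity is scored as loss of luminescent signal.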
Shiga inhibitor – A qHTS for Small Molecule Inhibitors of Shiga Toxin; inhibition, % at 38.7 µM; AID 2315, 2010; 290,000 compounds, 9.2% hits; Vero cells, Shiga toxin protein synthesis inhibition reporter; in the data active means inhibition mostly above about 28%, no sharp cut-off; inactive means mostly below about 43%; further: 0% is about no effect
LmPK inh – qHTS Assay for Inhibitors of Leishmania Mexicana Pyruvate Kinase (LmPK). Q27686. purified LmPK, Kinase-Glo ATP luminescence, 1 h. Potency, µM (doses to about 57.5 µM), for inactives: top-dose activity change, negative = inhibition, hits mostly inhibitors. 290,000 compounds, 0.37% hits. AID 1721, 2009; further: potency means the concentration at half of the fitted maximal effect; on the % scale 0 is the no-effect control and ±100 the full control effect
Target sequence (Q27686 whole entry, looked up): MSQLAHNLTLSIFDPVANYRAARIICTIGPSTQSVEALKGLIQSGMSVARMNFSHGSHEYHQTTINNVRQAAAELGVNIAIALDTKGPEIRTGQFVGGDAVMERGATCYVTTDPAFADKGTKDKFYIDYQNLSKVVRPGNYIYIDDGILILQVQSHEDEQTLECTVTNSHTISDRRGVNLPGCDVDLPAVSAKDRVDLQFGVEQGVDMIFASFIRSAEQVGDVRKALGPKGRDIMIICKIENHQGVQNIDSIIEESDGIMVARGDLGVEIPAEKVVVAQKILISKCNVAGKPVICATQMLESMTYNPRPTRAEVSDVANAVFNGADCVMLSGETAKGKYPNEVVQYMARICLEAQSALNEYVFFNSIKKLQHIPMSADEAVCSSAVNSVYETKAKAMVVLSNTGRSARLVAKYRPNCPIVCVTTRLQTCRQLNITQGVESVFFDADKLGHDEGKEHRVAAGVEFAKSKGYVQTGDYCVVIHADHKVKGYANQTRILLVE
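Kinase-Glo luminescence read after 1 h RT reaction of 0.1 nM LmPK with 0.5 mM PEP and 0.1 mM ADP. Activity scaled between uninhibited and enzyme-free controls.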
Pf growth 96h – Primary qHTS for delayed death inhibitors of the malarial parasite plastid, 96 hour incubation; Potency, µM (series often up to 28.7 µM), inactives show top-dose activity change, negative = inhibition, actives largely listed as inhibitors; AID 504834, 2011; 320,000 compounds, 6.9% hits; P. falciparum luciferase reporter growth, 96 h; further: potency means the concentration at half of the fitted maximal effect; on the % scale 0 is the no-effect control and ±100 the full control effect
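96 h incubation, 37 C, 5% CO2, of luciferase-reporter P. falciparum-infected RBCs (2% hematocrit, 0.05% parasitemia final) with test compounds; endpoint luminescence.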
Starred values were filed as active, the others as inactive; & = joins results of further samples; [ ] = remark or other dose. Unless noted, the call rests on the fitted dose curve; in most records, active means well fitted curve in the direction sought with a large enough effect; inconclusive means small, poorly fitted or top-dose-only effect, or another doubt; inactive means no such curve, though single readings can be large; an effect the other way counts as inactive or inconclusive. Rows are unselected; 21% or so of the library scored in one or more.

What do the screens show for `Cc1cc(Br)ccc1S(=O)(=O)NCc1ccccc1`?
AMA1 RON2 block: -5%; Tb PYK inh: 1%; Cycloheximide cs: -2; Pf growth 48h: inconclusive; Shiga inhibitor: -6; LmPK inh: 9%; Pf growth 96h: inconclusive

Results for CCCCn1c(SCc2cc(=O)n3ccsc3n2)nc2cc(C(=O)OC)ccc2c1=O ?
Cycloheximide cs: -3; Pf growth 48h: inconclusive; Shiga inhibitor: 8; LmPK inh: 0%; Pf growth 96h: inconclusive

What do the screens show for `COc1ccc(CNc2ccc(-c3ccccc3OC)nn2)cc1`?
AMA1 RON2 block: -15%; Tb PYK inh: 3%; Cycloheximide cs: 22*; Pf growth 48h: -5%; Shiga inhibitor: 26; LmPK inh: -1%; Pf growth 96h: inconclusive

How did CC(NC(=O)CCCn1cc([N+](=O)[O-])cn1)c1ccccc1 (centres undefined) do in these assays?
AMA1 RON2 block: 26%; Tb PYK inh: -5%; Cycloheximide cs: -3; Pf growth 48h: -4%; Shiga inhibitor: -7; LmPK inh: 7%; Pf growth 96h: -16%

Results for CCOc1cc(/C=C/c2nc3ccccc3s2)ccc1OCC(=O)N1CCOCC1 ?
AMA1 RON2 block: -1%[11.6 µM]; Tb PYK inh: 7%; Cycloheximide cs: 16*; Pf growth 48h: 0%; Shiga inhibitor: 37*; LmPK inh: 3%; Pf growth 96h: 0%

Results for CCc1cc(=O)oc2c(C)c(OC(C)C(=O)NCCCN3CCOCC3)ccc12 (centres undefined) ?
AMA1 RON2 block: 12%; Tb PYK inh: -15%; Cycloheximide cs: 7; Pf growth 48h: -14%; Shiga inhibitor: 1; LmPK inh: 7%; Pf growth 96h: -15%

What do the screens show for `O=S(=O)(c1cccc(Cn2nnc(-c3ccc(F)cc3)n2)c1)N1CCOCC1`?
AMA1 RON2 block: -1%; Tb PYK inh: -7%; Cycloheximide cs: -2; Pf growth 48h: 1%; Shiga inhibitor: -7; LmPK inh: 6%; Pf growth 96h: -13%

What do the screens show for `CC(C)CC(OC(=O)c1nsc(Cl)c1Cl)C(=O)NC1CCCC1` (centres undefined)?
AMA1 RON2 block: 7%; Tb PYK inh: -1%; Cycloheximide cs: -1; Pf growth 48h: 44%[activator]; Shiga inhibitor: -3; LmPK inh: 0%; Pf growth 96h: 2%

Results for Cn1c(=O)c2c(nc(CN3CCOCC3)n2CCc2ccccc2)n(C)c1=O ?
AMA1 RON2 block: -6%; Tb PYK inh: 10%; Cycloheximide cs: 2; Pf growth 48h: -10%; Shiga inhibitor: 16; LmPK inh: 1%; Pf growth 96h: 33%[activator]

How did CCOC(=O)C1(C)NC(c2ccc(OC)c(OC)c2)C2C(=O)N(CC)C(=O)C21 (centres undefined) do in these assays?
AMA1 RON2 block: 13%; Tb PYK inh: -2%; Cycloheximide cs: -3; Pf growth 48h: 17%; Shiga inhibitor: -3; LmPK inh: 0%; Pf growth 96h: -10%

Results for Nc1c(Cl)ncnc1N/N=C/c1ccc(O)cc1 ?
AMA1 RON2 block: 82%[activator]; Tb PYK inh: inconclusive; Cycloheximide cs: 26*; Pf growth 48h: 72%[activator]; Shiga inhibitor: 47*; LmPK inh: inconclusive; Pf growth 96h: 74%[activator]

Results for O=C(O)C1CCCCC1C(=O)Nc1ccc(S(=O)(=O)N2CCCC2)cc1 (centres undefined) ?
AMA1 RON2 block: -17%; Tb PYK inh: -2%; Cycloheximide cs: 6; Pf growth 48h: 23%; Shiga inhibitor: 3; LmPK inh: 0%; Pf growth 96h: 17%

How did CCS(=O)(=O)CCSC1OC(COC(C)=O)C(OC(C)=O)C(OC(C)=O)C1OC(C)=O (centres undefined) do in these assays?
AMA1 RON2 block: -2%; Tb PYK inh: 1%; Cycloheximide cs: -4; Pf growth 48h: 5%; Shiga inhibitor: -9; LmPK inh: -1%; Pf growth 96h: 11%

Results for Cc1cc2nc3n(c2cc1C)CC1CC(C(=O)NCc2ccccc2)N(C)C31 (centres undefined) ?
AMA1 RON2 block: 1%; Tb PYK inh: -7%; Pf growth 48h: inconclusive; Pf growth 96h: inconclusive

What do the screens show for `COc1ccc(C2=NN(C(=O)c3ccco3)C(c3ccco3)C2)cc1OC` (centres undefined)?
AMA1 RON2 block: -13%; Tb PYK inh: -4%; Cycloheximide cs: 14*; Pf growth 48h: 0%; Shiga inhibitor: 41*; LmPK inh: -4%; Pf growth 96h: 76%[activator]

How did CC1=C(C(=O)Nc2ccccc2)C(c2ccco2)n2ncnc2N1 (centres undefined) do in these assays?
AMA1 RON2 block: 4%; Tb PYK inh: -5%; Cycloheximide cs: 1; Pf growth 48h: 0%; Shiga inhibitor: 11; LmPK inh: 0%; Pf growth 96h: 79%

How did CC(C)c1ccc(NC(=O)Cn2cccc2C2=NC(c3ccccc3)CO2)cc1 (centres undefined) do in these assays?
AMA1 RON2 block: 10%; Tb PYK inh: -3%; Cycloheximide cs: 3; Pf growth 48h: inconclusive; Shiga inhibitor: 7; LmPK inh: 1%; Pf growth 96h: inconclusive

How did Cc1ccc(/C=C/C(=O)NCc2ccc(S(N)(=O)=O)cc2)o1 do in these assays?
AMA1 RON2 block: 3%; Tb PYK inh: 10µM*; Cycloheximide cs: -4; Pf growth 48h: -8%; Shiga inhibitor: -5; LmPK inh: -2%; Pf growth 96h: inconclusive

Results for COc1ccc(N/C(C)=C/C(=S)Nc2ccccc2)cc1 ?
AMA1 RON2 block: 33%[activator]; Tb PYK inh: 1%; Cycloheximide cs: 32*; Pf growth 48h: 45%[activator]; Shiga inhibitor: 43*; LmPK inh: 0%; Pf growth 96h: 41%[activator]

Results for COC(=O)CSc1nc(-c2ccccc2)c2c(c1C#N)CCCC2 ?
AMA1 RON2 block: 18%; Tb PYK inh: -23%; Cycloheximide cs: -8; Pf growth 48h: 10%; Shiga inhibitor: -20; LmPK inh: -2%

What do the screens show for `CC1(c2ccc3c(c2)OCO3)NC(=O)N(CC(=O)Nc2ccccc2[N+](=O)[O-])C1=O` (centres undefined)?
AMA1 RON2 block: 5%; Tb PYK inh: -1%; Pf growth 48h: inconclusive; Pf growth 96h: 10%

Results for CCCCCN(C(=O)COC(=O)c1ccc(Br)o1)c1c(N)n(CCCC)c(=O)[nH]c1=O ?
AMA1 RON2 block: -3%; Tb PYK inh: 6%; Cycloheximide cs: -1; Shiga inhibitor: -3; LmPK inh: 8%; Pf growth 96h: 5%

What do the screens show for `CCCn1c(SCC(=O)Nc2ccc(OC)cc2[N+](=O)[O-])n[nH]c1=O`?
AMA1 RON2 block: -3%; Tb PYK inh: 4%; Cycloheximide cs: -3; Pf growth 48h: -14%; Shiga inhibitor: -13; LmPK inh: 6%; Pf growth 96h: inconclusive

How did CCN(C(=O)COC(=O)c1ccc(OC)c(S(=O)(=O)N(C)Cc2ccccc2)c1)C1CCS(=O)(=O)C1 (centres undefined) do in these assays?
AMA1 RON2 block: -1%; Tb PYK inh: 5%; Pf growth 48h: 38%; Pf growth 96h: -23%

What do the screens show for `COC(=O)C1=C(c2ccc3ccccc3c2)C[C@@H]2CC[C@H]1N2C(=O)N1CCCCC1`?
AMA1 RON2 block: -2%; Tb PYK inh: 1%; Pf growth 48h: inconclusive; Pf growth 96h: inconclusive

How did Cc1ccc2nc(N3CC(=O)Nc4ccccc43)nc(-c3ccccc3)c2c1 do in these assays?
AMA1 RON2 block: 6%; Tb PYK inh: -9%; Cycloheximide cs: -9; Pf growth 48h: -9%; Shiga inhibitor: -16; LmPK inh: 2%; Pf growth 96h: 9.3µM*

What do the screens show for `CCOc1cc(-c2nn3cnnc3s2)cc(OCC)c1OCC`?
AMA1 RON2 block: 9%; Tb PYK inh: -20%; Cycloheximide cs: -3; Pf growth 48h: 4%; Shiga inhibitor: -5; LmPK inh: 0%; Pf growth 96h: 94%[activator]

What do the screens show for `CCOC(=O)c1c(NC(=O)CSc2nnc(-c3ccco3)o2)sc(C(C)=O)c1C`?
AMA1 RON2 block: 13%; Tb PYK inh: -1%; Cycloheximide cs: -3; Pf growth 48h: -25%; Shiga inhibitor: 20; LmPK inh: 1%; Pf growth 96h: 28%

Results for Cc1[nH]n(-c2ccccc2)c(=O)c1/C=N/N1CCOCC1 ?
AMA1 RON2 block: 13%; Tb PYK inh: -3%; Cycloheximide cs: 12; Pf growth 48h: 13%; Shiga inhibitor: 30; LmPK inh: 2%; Pf growth 96h: -11%

How did Cc1ccc(S(=O)(=O)N(CC(=O)NCc2ccccc2)C(=O)N2CCN(C)CC2)cc1 do in these assays?
AMA1 RON2 block: -2%; Tb PYK inh: 2%; Pf growth 48h: -11%; Pf growth 96h: 5%

Results for CCCCCC(N)=O ?
AMA1 RON2 block: -7%; Tb PYK inh: -25%&-6%; Pf growth 48h: 12%&4%; Pf growth 96h: 48%&-10%[activator]

How did CC(=O)/C(=N/Nc1cccc(Cl)c1)Sc1nnc(C(O)c2ccccc2)n1-c1ccccc1 (centres undefined) do in these assays?
AMA1 RON2 block: -6%; Tb PYK inh: 3%; Cycloheximide cs: -3; Pf growth 48h: 10%; Shiga inhibitor: -11; LmPK inh: -1%; Pf growth 96h: -13%

How did O=C(O)c1cccc(Nc2nc(-c3cccnc3)nc3ccccc23)c1 do in these assays?
AMA1 RON2 block: 15%[2.32 µM]; Tb PYK inh: -5%; Cycloheximide cs: -1; Pf growth 48h: 4%; Shiga inhibitor: 11; LmPK inh: 0%; Pf growth 96h: inconclusive

What do the screens show for `S=C(NC12CC3CC(CC(C3)C1)C2)N1CCOCC1`?
AMA1 RON2 block: 0%; Tb PYK inh: -9%; Cycloheximide cs: 1; Pf growth 48h: 19%; Shiga inhibitor: 1; LmPK inh: 0%; Pf growth 96h: inconclusive

What do the screens show for `CC(=O)Nc1ccccc1P(=O)(c1ccccc1)c1ccccc1OC(C)=O` (centres undefined)?
AMA1 RON2 block: 1%; Tb PYK inh: -3%; Cycloheximide cs: 1; Pf growth 48h: -20%; Shiga inhibitor: -4; LmPK inh: 3%; Pf growth 96h: 62%[activator]

In the list so far, three contain a nitro group on carbon:
How did CC(NC(=O)CCCn1cc([N+](=O)[O-])cn1)c1ccccc1 (centres undefined) do in these assays?
AMA1 RON2 block: 26%; Tb PYK inh: -5%; Cycloheximide cs: -3; Pf growth 48h: -4%; Shiga inhibitor: -7; LmPK inh: 7%; Pf growth 96h: -16%

What do the screens show for `CC1(c2ccc3c(c2)OCO3)NC(=O)N(CC(=O)Nc2ccccc2[N+](=O)[O-])C1=O` (centres undefined)?
AMA1 RON2 block: 5%; Tb PYK inh: -1%; Pf growth 48h: inconclusive; Pf growth 96h: 10%

What do the screens show for `CCCn1c(SCC(=O)Nc2ccc(OC)cc2[N+](=O)[O-])n[nH]c1=O`?
AMA1 RON2 block: -3%; Tb PYK inh: 4%; Cycloheximide cs: -3; Pf growth 48h: -14%; Shiga inhibitor: -13; LmPK inh: 6%; Pf growth 96h: inconclusive
